RGS4 pot = potentiators or activators of RGS4; HEK293 M3R/inducible RGS4, carbachol calcium flux Fluo4; hits give low values; B-score at 10 µM; actives 0.92% (n = 310,000); AID 463111;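 active means B-score of the integrated calcium signal more than 4 SD below the library mean, with starting fluorescence not abnormally high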;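 further: negative B-score means reduced calcium response which marks RGS4 activation or potentiation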
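test system = M3R-expressing HEK293 line, RGS4 induced by doxycycline | probe or stimulus = carbachol at ECmax as muscarinic agonist stimulus | timing = dye loading 30 min 37 °C, buffer rest 30 min RT | signal = calcium dye Fluo4 fluorescence | evaluation = B score from integrated fluorescence ratio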
ANO1 activ = activators or potentiators of mouse TMEM16A chloride channel. Q8BHY3. HEK293 TMEM16A/YFP-H148Q/I152L, iodide quench fluorescence; hits give low values. B-score at 10 µM. actives 0.3% (n = 340,000). AID 623877;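 active means fluorescence-ratio B-score plate-corrected deviation score at least 3 library SD below zero, with starting fluorescence score within 5 deviations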;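 further: channel opened by trigger with iodide after compound preincubation; score built on the fluorescence ratio of max minus min over baseline; more negative score means more quench and so TMEM16A activation or potentiation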
SKKanGAS inh = SKKanGAS growth inhibition; inhibition, % at 7.5 µM; actives 1.3% (n = 300,000); S. pyogenes SKKanGAS, kanamycin growth, BacTiter-Glo, 6 h;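 active means mean replicate score, as percent of positive control median, at least 50; inconclusive means mean below 50 but one replicate at or above 50; inactive means mean and every replicate below 50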;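 further: strain carries kanamycin resistance gene driven by streptokinase promoter and grows in 40 µg/ml kanamycin; loss of luminescence reflects streptokinase promoter inhibition or plain growth inhibition; 0% = median of DMSO wells and 100% = positive control at its reference dose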
RGS4 inh = human RGS4 inhibition | HEK293 M3R/RGS4 inducible, Fluo-4 calcium flux; hits give high values; triggered by carbachol at its EC20 | B-score at 10 µM | actives 0.45% (n = 310,000);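 active means B-score, a plate-corrected calcium signal, over three deviations above library mean, with baseline fluorescence within five deviations of library mean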;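 further: RGS4 expression induced by doxycycline in cells with stable M3 receptor; B-score is computed from the integrated fluorescence ratio over baseline after carbachol; higher B-score means a larger calcium signal and so more RGS4 inhibition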
Target sequence (P49798 whole entry, looked up): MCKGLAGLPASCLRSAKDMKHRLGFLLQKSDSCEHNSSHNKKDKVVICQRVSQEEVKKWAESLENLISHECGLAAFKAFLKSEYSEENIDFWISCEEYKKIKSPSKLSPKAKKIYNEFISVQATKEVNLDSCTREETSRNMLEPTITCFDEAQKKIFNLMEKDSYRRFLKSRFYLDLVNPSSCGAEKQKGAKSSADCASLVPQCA
MrgX1 allo act = allosterically activates human MrgX1 receptor signaling. Q96LB2. MrgX1-HEK293, Fluo-4 calcium flux, FDSS; hits give high values. B-score at 10 µM. actives 0.63% (n = 310,000);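 active means plate-corrected calcium response at least 3 library SD above typical, normal starting fluorescence, not activating the receptor alone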;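 further: compound read alongside a low EC10 to EC30 dose of BAM8-22 agonist; peak minus trough fluorescence over baseline measured at the second addition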
Target sequence (Q96LB2 whole entry, looked up): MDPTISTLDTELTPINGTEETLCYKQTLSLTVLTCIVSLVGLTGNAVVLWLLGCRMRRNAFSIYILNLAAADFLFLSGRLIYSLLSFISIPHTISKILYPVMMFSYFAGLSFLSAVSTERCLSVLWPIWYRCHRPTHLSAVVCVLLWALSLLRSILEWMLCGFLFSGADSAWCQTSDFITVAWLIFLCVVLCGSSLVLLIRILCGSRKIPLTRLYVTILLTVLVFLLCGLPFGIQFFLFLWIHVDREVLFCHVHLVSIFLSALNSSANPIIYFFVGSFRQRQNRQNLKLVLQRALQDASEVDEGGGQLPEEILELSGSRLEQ
TRPC6 inhibitor = mouse TRPC6 channel inhibition | Q61143 | HEK293-TRPC6, membrane potential dye, ACh-evoked depolarization; hits give low values | B-score at 10 µM | actives 1.1% (n = 310,000) | AID 2553;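 active means B-score under library mean minus 3 SD, initial fluorescence not abnormally high, positive integrated signal ratio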;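 further: B-score derived from integrated fluorescence ratio over the kinetic read; more negative B-score means stronger inhibition of depolarization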
MrgX1 ag = agonists of human MrgX1 receptor | MrgX1-HEK293 cells, Fluo-4 calcium fluorescence, agonist mode; hits give high values | B-score at 10 µM | actives 0.44% (n = 310,000) | AID 588627;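 active means calcium response B-score plate-corrected fluorescence ratio at least 3 library SD, with starting fluorescence B-score inside 5 SD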
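Material: MrgX1-expressing HEK293 cells; input: 15,000 cells per well; doses: test compound given as first of three sequential additions; schedule: overnight plating before 1 h dye loading; technique: Fluo-4 NW calcium-flux fluorescence, kinetic read; evaluation: baseline-normalised fluorescence change ratio, B-scored; control set: plate-wise positive and negative controls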
HDAC3 inh = blocks human histone deacetylase 3; O15379; recombinant HDAC3, fluorogenic peptide/trypsin coupled, fluorescence; inhibition, % at 8.3 µM; actives 0.15% (n = 320,000); in the data active means inhibition above about 26%, passing the limit was not always enough; inconclusive means no clear call, values can overlap the other calls
Target sequence (O15379 whole entry, looked up): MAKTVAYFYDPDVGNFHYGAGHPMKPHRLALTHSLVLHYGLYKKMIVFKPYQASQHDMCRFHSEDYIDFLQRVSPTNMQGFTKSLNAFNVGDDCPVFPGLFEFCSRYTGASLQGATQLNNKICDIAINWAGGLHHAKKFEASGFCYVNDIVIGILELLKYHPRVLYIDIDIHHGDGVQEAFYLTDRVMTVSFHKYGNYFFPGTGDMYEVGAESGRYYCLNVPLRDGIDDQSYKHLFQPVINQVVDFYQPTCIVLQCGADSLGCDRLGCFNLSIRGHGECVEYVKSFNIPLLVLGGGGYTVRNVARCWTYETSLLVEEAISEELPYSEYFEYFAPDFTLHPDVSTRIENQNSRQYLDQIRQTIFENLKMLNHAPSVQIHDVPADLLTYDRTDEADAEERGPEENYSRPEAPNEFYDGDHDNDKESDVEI
TMEM16A inh = inhibitors of mouse TMEM16A calcium-activated chloride channel. AID 588511. actives 1.2% (n = 310,000). HEK293 TMEM16A/YFP iodide influx fluorescence, ionomycin. normalized B-score (activity score, 25-100; higher = stronger inhibition) at 10 µM;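 active means ratio plate-corrected score three or more library SD toward inhibition, starting fluorescence score within five deviations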;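 further: score derived from kinetic fluorescence span divided by baseline fluorescence per well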
TRPC6 act = mouse TRPC6 channel activation; HEK293-TRPC6 membrane potential dye fluorescence; hits give high values; AID 2550; actives 0.13% (n = 310,000); B-score at 10 µM;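 active means B-score of the integrated fluorescence ratio above library mean plus 3 SD, and starting fluorescence ratio within library mean plus 5 SD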;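 further: higher score means more depolarization so channel activation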
MrgX1 antag = antagonists of human MrgX1 receptor; Q96LB2; MRGX1-HEK293 calcium flux, Fluo-4, BAM8-22 antagonism; hits give low values; B-score at 10 µM; actives 1.3% (n = 310,000); AID 588676;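 active means calcium-response B-score plate-corrected more than 3 library SD below zero, starting fluorescence within 5 deviations, no agonist response on first addition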;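 further: peak minus trough fluorescence over baseline after final BAM8-22 challenge near maximal dose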
* marks the source's active call; other numbers are inactive results; i = inactive; ? = inconclusive; . = no result given.

SMILES | RGS4 pot | ANO1 activ | SKKanGAS inh | RGS4 inh | MrgX1 allo act | TRPC6 inhibitor | MrgX1 ag | HDAC3 inh | TMEM16A inh | TRPC6 act | MrgX1 antag
O=C(COc1cccc2c1CCNC2=O)NC1CCCCC1 | i | i | 1 | i | i | i | i | 5 | i | i | i
COc1cc(C(=O)N2CCN(C(=O)COc3ccc4ccccc4c3)CC2)cc(OC)c1OC | i | i | -1 | i | i | i | i | 7 | i | i | i
Cc1ccc(C)c(N2CCN(C(=O)C3CCN(S(=O)(=O)c4c(C)noc4C)CC3)CC2)c1 | i | i | -5 | i | i | i | i | 1 | i | i | i
CSC(=S)NCc1cccnc1 | i | i | -10 | i | i | i | i | 5 | i | i | i
COc1ccc(S(=O)(=O)N2CCCCCC2)cc1C(=O)N(C)Cc1cccs1 | i | i | -6 | i | i | i | i | 3 | i | i | i
COc1nc(Nc2ccc3c(c2)OCO3)nc(OC)n1 | i | i | -3 | i | i | i | i | -3 | i | i | i
Cc1cccc(C(=O)N2CCC(=O)N(C(COCc3ccccc3)Cc3ccccc3)CC2)c1 (stereo not drawn) | i | i | 1 | i | i | i | i | 10 | i | i | i
CCCc1ccc(OCc2ccc(C(=O)N/N=C/c3cccc([N+](=O)[O-])c3)o2)c(OC)c1 | i | i | -11 | i | i | i | i | 0 | i | i | i
Nc1nnn(CC(=O)N/N=C/C=C/c2ccccc2)n1 | i | i | 10 | i | i | i | i | -1 | i | i | i
O=C(COc1ccc2cc(Br)ccc2c1)N1CCCC1 | i | i | -2 | i | i | i | i | 2 | i | i | i
Cc1ccccc1NC(=O)c1ccc(C)c(S(=O)(=O)N2CCN(C)CC2)c1 | i | i | 2 | i | i | i | i | 8 | i | i | i
COc1ccc(Cc2c3cc(OC)c(OC)cc3cc[n+]2C)cc1OC | i | i | 6 | i | i | i | i | 21 | i | i | i
CCOc1ccc(C(C)=O)cc1CN1C(=O)C(=O)N(CC)C1=O | i | i | -9 | i | i | i | i | -10 | i | i | i
O=c1[nH]c(CN2CCN(c3ccc(O)cc3)CC2)nc2scc(-c3ccc(Cl)cc3)c12 | i | i | 31 | i | i | i | i | -5 | i | i | i
CCSc1nnc(NC(=O)CSc2nc3c(c(=O)n2-c2ccccc2OC)SCC3)s1 | i | i | 10 | i | i | i | i | 8 | i | i | i
Cc1cc(C)n2ncc(C(=O)O)c2n1 | i | i | -5 | i | i | i | i | 1 | i | i | i
CCNC(=S)NNC(=O)CCc1nc2cc(Cl)ccc2n(Cc2ccccc2)c1=O | i | i | 4 | i | i | i | i | 0 | i | i | i
CN(C)c1ccc(/C=C2\SC(=S)N(Nc3ncc(C(F)(F)F)cc3Cl)C2=O)cc1 | i | i | 7 | i | 13* | i | i | -3 | i | i | i
CCOP(=O)(OCC)C(Nc1ccccn1)c1ccccc1 (stereo not drawn) | i | i | -5 | i | i | i | i | -1 | i | i | i
O=C(CSc1ncn[nH]1)NCCCc1ccccc1 | i | i | 4 | i | i | i | i | 2 | i | i | i
COc1ccc(NC(=O)CS(=O)(=O)c2cn(CC(=O)N3CCCC3)c3ccccc23)c(OC)c1 | i | i | 0 | i | i | i | i | -10 | i | i | i
Fc1ccc(C2NC(=S)NC3=C2N2CCC3CC2)cc1 (stereo not drawn) | i | i | 1 | i | i | i | i | -1 | i | i | i
CSc1ncccc1C(=O)OCC(=O)c1cccs1 | i | i | -11 | i | i | i | i | 1 | i | i | i
NC(=S)N/N=C/c1ccccc1[N+](=O)[O-] | i | i | -1 | i | i | i | i | -1 | i | i | i
CCOCCCn1c(SCc2nc3ccccc3s2)nc2ccccc2c1=O | i | i | 18 | i | i | i | i | -1 | i | i | i
CC1CCc2onc(C(=O)NCc3ccco3)c2C1 (stereo not drawn) | i | i | 2 | i | i | i | i | 2 | i | i | i
COc1ccc(C2Nc3cc(OC)ccc3-n3cccc32)cc1 (stereo not drawn) | i | i | -6 | i | i | i | i | -2 | i | i | i
O=C(CCC(=O)c1cccs1)Nc1nc2ccccc2s1 | i | i | -8 | i | i | i | i | -3 | i | i | i
COc1ccc(OC)c(S(=O)(=O)Nc2cccc3ccc(O)cc23)c1 | i | i | 8 | i | i | i | i | 1 | i | i | i
CCO[C@H]1OC(C(N)=O)=C[C@@H](c2coc3ccccc3c2=O)[C@@H]1CCCO | i | i | -4 | i | i | i | i | -7 | i | i | i
CCCCCC(CC(=O)NO)C(=O)NC(C(=O)N1CCCC1CO)C(C)C (stereo not drawn) | . | i | . | . | i | . | i | -3 | i | . | i
O=C(COC(=O)c1ccccc1SCC(=O)N1CCCC1)Nc1ccccc1OC(F)F | i | i | 34 | i | i | i | i | 3 | i | i | i
Cn1cnc2nc3n(c2c1=O)CCC3 | i | i | 4 | i | i | i | i | -2 | i | i | i
O=C(CSc1nnc(-c2ccccc2)n1C1CCCCC1)Nc1ccc(S(=O)(=O)Nc2ccccn2)cc1 | i | -12* | 2 | i | i | i | i | -4 | i | i | i
O=C(Cn1c(=O)n(-c2ccc(F)cc2)c(=O)c2sccc21)c1ccccc1 | i | i | -3 | i | i | i | i | -5 | i | i | i
CC1(NC(=O)C2CCCCC2)CCS(=O)(=O)C1 (stereo not drawn) | i | i | 1 | i | i | i | i | 0 | i | i | i
Cc1cc(C(=O)CN2C(=O)C(=O)N(Cc3ccccc3)C2=O)c(C)n1-c1ccc2c(c1)OCCO2 | i | i | 6 | i | i | i | i | -1 | i | i | i
C=CCN1C(=O)C(Cc2ccc(OC)cc2)S/C1=N/N=C/c1ccco1 (stereo not drawn) | i | i | -6 | i | i | i | i | ? | i | i | i
COc1ccc(NC(=O)CCCC(=O)OCC(F)(F)C(F)F)cc1 | i | i | -2 | i | i | i | i | -8 | i | i | i
N#Cc1c(NC(=O)C(=O)NCCCN2CCOCC2)sc2c1CCCC2 | i | i | 3 | i | i | i | i | -4 | i | i | i
COc1ccccc1CNC(=O)C1CCN(Cc2nc(-c3cccc(Cl)c3)oc2C)CC1 | i | i | 2 | i | i | -9.5* | i | 0 | i | i | i
COC(=O)C(NC(C)=O)(Nc1nc2ccc(C)cc2s1)C(F)(F)F (stereo not drawn) | i | i | 0 | i | i | i | i | -8 | i | i | i
CS(=O)(=O)N(CC(=O)O)c1ccc(Oc2ccccc2)cc1 | i | i | -2 | i | i | i | i | -1 | i | i | i
O=S(=O)(CCN1CCN(c2ccccn2)CC1)c1ccc(F)cc1 | i | i | 0 | i | i | i | i | 7 | i | i | i
O=[N+]([O-])c1cc(-c2cnc3ccccc3n2)ccc1Oc1ccc(F)cc1 | i | i | 0 | i | i | i | i | -1 | i | i | i
COc1ccc(S(=O)(=O)N2CCCC2C(=O)Nc2ccc(O)cc2)cc1 (stereo not drawn) | i | i | -3 | i | i | i | i | 2 | i | i | i
N#C/C(=C\c1ccc(O)c(O)c1)C(=O)NCCCc1ccccc1 | i | i | 1 | i | 6.7* | i | i | 1 | i | i | i
Cc1ccc(Sc2cc(Cl)nc(N)n2)cc1 | i | i | 4 | i | i | i | i | 3 | i | i | i
CC(C)(C)c1nnc(SCC(=O)c2ccccc2)n(N)c1=O | i | i | 9 | i | i | i | i | 16 | i | i | i
COc1ccc(CCNC(=O)CSc2ccc(-c3cccs3)nn2)cc1 | i | i | -7 | i | i | i | i | 4 | i | i | i

Next records:
SMILES | RGS4 pot | ANO1 activ | SKKanGAS inh | RGS4 inh | MrgX1 allo act | TRPC6 inhibitor | MrgX1 ag | HDAC3 inh | TMEM16A inh | TRPC6 act | MrgX1 antag
COc1ccc(-c2nc(C#N)c(NCc3ccc(F)cc3)o2)cc1OC | i | i | -6 | i | i | i | i | -72 | i | i | i
CC(C)=C(NC(=O)c1ccccc1)C(=O)Nc1cccc(C(=O)O)c1 | i | i | -5 | i | i | i | i | -2 | i | i | i
Cc1ccc(S(=O)(=O)CCC(=O)OCc2ccc(Cl)cc2)cc1 | i | i | -16 | i | i | i | i | -2 | i | i | i
COc1ccc(S(=O)(=O)N/N=c2\oc3c(OC)cccc3cc2S(=O)(=O)c2ccc(C)cc2)cc1OC | i | i | 11 | i | i | i | i | -4 | i | i | i
Cc1ccccc1N1CCN(C(=O)C2CCC(=O)N(C3CCCC3)C2)CC1 (stereo not drawn) | i | i | -9 | i | i | i | i | 3 | i | i | i
COc1ccc(/C=C2/SC(c3ccc(C)cc3)=NC2=O)cc1OC | i | i | 16 | i | i | i | i | -3 | i | i | i
CN1C(=O)NC(c2ccc(O)cc2)C2=C1CN(c1cccc3ccccc13)C2=O (stereo not drawn) | i | i | -7 | i | i | i | i | -5 | i | i | i
O=C(CCCN1C(=O)/C(=C/c2cccc(Br)c2)SC1=S)Nc1cccnc1 | i | i | 19 | i | i | i | i | 0 | i | i | i
COc1ccc(N2CC(C(=O)Nc3nc4ccccc4s3)CC2=O)cc1 (stereo not drawn) | i | i | 11 | i | i | i | i | 13 | i | i | i
CCOc1ccc(S(=O)(=O)N2CCC(C(=O)NCc3ccncc3)CC2)cc1Cl | i | i | -5 | i | i | i | i | 7 | i | i | i
O=C(c1cc2ccccc2o1)N1CCN(S(=O)(=O)c2cccs2)CC1 | i | i | -7 | i | i | i | i | -1 | i | i | i
Cc1cnn(CCC(=O)NNC(=S)Nc2cccc(Cl)c2)c1 | i | i | -9 | i | i | i | i | 2 | i | i | i
O=C(CSc1nnc(NC(=O)c2ccc(F)cc2F)s1)NC1CCCC1 | i | i | 7 | i | i | i | i | -2 | i | i | i
O=C(Nc1cccc2cccc(NC(=O)c3ccco3)c12)c1ccco1 | i | i | 5 | i | i | i | i | 0 | i | i | i
CCOC(=O)C1=C(C)NC2=C(C(=O)CCC2)C1c1ccc(O)c(OCC)c1 (stereo not drawn) | i | i | 1 | i | i | i | i | 5 | i | i | i

Screening results from PubChem.
